Source: PubChem BioAssay
12-hLO inh = qHTS Assay for Inhibitors of 12-hLO (12-human lipoxygenase); purified 12-hLO, xylenol orange hydroperoxide absorbance; Potency, µM (highest dose often 57.1 µM), for the others: top-dose activity change, negative = inhibition, hits mostly inhibitors; hit rate 0.12% among 150,000; AID 1452, 2008; also: potency is read from the fitted curve at half-maximal effect; nearly all actives have a fitted effect of over 55% in size; many of its hits are not listed in these tables
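Purified human 12hLO (150 nM final) was preincubated with compounds for 15 min at room temperature in 25 mM Hepes pH 7.0, 0.01% Triton X-100, then reacted with 40 uM arachidonic acid for 30 min. Hydroperoxide was detected with ferrous iron/xylenol orange.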
PNC assembly inh = High Content Assay for Compounds that inhibit the Assembly of the Perinucleolar Compartment. activity change (PNC), negative = inhibition, % at 10 µM. hit rate 3.1% among 140,000. AID 2417, 2010. PC3M PTB-GFP, PNC prevalence imaging, 16 h; active compounds read low;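 active = readout at or below -70, meaning at least 70% loss of cells showing the perinucleolar compartment, a nuclear body marking cancer cells; inconclusive = readout between -30 and a set limit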;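 also: plate controls were DMSO wells for no effect and camptothecin positive control wells for full effect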
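Compounds are pinned in duplicate onto adhered PC3M cells stably expressing GFP-tagged PTB and incubated 16 h at 37 C. Cells are then fixed, nuclei stained with Hoechst, and PNC-positive cells counted.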
15-hLO-2 inh = qHTS Assay for Inhibitors of 15-hLO-2 (15-human lipoxygenase 2) | Polyunsaturated fatty acid lipoxygenase ALOX15B (Homo sapiens), O15296 | hit rate 0.56% among 110,000 | purified 15hLO-2, xylenol orange hydroperoxide absorbance | Potency, µM (titrated, usually from 57.1 µM), without a hit: at the highest dose activity change, negative = inhibition, most hits filed as inhibitors | AID 881, 2007; also: potency is read from the fitted curve at half-maximal effect; nearly all actives have a fitted effect of over 60% in size; many of its hits are not listed in these tables
Target sequence (O15296 whole entry, looked up): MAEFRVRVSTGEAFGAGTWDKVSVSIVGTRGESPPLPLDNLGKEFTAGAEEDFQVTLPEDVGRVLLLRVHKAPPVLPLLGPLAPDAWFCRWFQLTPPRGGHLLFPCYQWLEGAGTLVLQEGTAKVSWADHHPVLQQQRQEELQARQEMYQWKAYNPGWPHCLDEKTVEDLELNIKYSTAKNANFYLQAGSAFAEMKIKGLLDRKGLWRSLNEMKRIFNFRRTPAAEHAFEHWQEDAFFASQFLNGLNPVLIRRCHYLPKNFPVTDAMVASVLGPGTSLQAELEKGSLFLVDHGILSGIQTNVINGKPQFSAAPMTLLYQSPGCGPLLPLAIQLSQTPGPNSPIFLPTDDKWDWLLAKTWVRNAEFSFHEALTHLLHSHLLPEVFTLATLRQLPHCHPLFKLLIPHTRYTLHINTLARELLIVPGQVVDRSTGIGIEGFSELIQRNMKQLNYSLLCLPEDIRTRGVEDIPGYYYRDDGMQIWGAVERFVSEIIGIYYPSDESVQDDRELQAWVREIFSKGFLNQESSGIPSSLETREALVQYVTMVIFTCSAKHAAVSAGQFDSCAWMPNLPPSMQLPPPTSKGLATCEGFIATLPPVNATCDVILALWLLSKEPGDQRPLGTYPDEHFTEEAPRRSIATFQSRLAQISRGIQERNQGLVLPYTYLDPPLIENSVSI
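Read-out: hydroperoxide product oxidises ferrous iron, measured as xylenol orange complex via the 573-to-405 nm absorbance ratio after 30 min. Reaction: 50 nM enzyme, 15 min compound preincubation, 45 uM arachidonic acid, 90 min RT, Hepes pH 7.5 with Triton X-100.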
IMPase inh = qHTS Assay for Identifying the Cell-Membrane Permeable IMPase Inhibitors; Inositol monophosphatase 1 (Rattus norvegicus), P97697; inhibition (IP1 accumulation), % at 46.1 µM; CHO-M1 cells, IP1 accumulation, HTRF TR-FRET ratio; AID 901, 2007; 120,000 tested, under 10 active; active = well fitted curve in the direction sought with a large enough effect in the signal ratio, not every such curve was filed as active; inconclusive = small, poorly fitted or top-dose-only effect, or a change in a side signal; inactive = no such curve, though single readings can be large or run the other way; the % refers to the signal ratio;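 also: cells stimulated with carbachol in lithium chloride buffer; plate controls were DMSO basal wells for no effect and reference inhibitor wells for full effect; higher means more IMPase inhibition seen as more IP1 and lower FRET ratio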
Target sequence (P97697 whole entry, looked up): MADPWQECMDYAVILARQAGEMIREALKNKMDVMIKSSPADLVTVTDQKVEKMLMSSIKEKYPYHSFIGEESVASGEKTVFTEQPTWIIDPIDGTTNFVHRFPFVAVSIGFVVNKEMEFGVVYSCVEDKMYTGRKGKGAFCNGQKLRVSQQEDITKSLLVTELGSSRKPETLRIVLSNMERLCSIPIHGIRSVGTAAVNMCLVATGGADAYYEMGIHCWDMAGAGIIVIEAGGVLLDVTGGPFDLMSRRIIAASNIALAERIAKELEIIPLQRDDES
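The IP-One HTRF competitive assay in carbachol-stimulated CHO-M1 cells quantifies cellular IP1. Compounds spanned up to 46 uM final, and activity is expressed as AC50 from concentration-response fits of the ratio and donor data.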
Starred values were filed as active, the others as inactive; ? = inconclusive; nt = no result given; & = joins results of further samples; [ ] = dose if it differs, or a comment. Unless noted, calls follow the shape of the dose curve; as a rule, active = well fitted curve in the direction sought with a large enough effect; inconclusive = small, poorly fitted or top-dose-only effect, or another doubt; inactive = no such curve, though single readings can be large; an effect the other way counts as inactive or inconclusive. Unless noted, % is scaled to controls: 0 for no effect and ±100 for the full control effect.

The first 15 records (preview)
12-hLO inh | PNC assembly inh | 15-hLO-2 inh | IMPase inh | molecule
-1% | -25 | nt | 12 | CCOc1ccc(-n2c(-c3ccccc3)c[n+]3c2CCCCC3)cc1
0% | ? | nt | 6 | CC(C)Cn1c(O)c2ccc(C(=O)N=NC(=O)c3cccnc3)cc2c1O
-4% | ? | nt | nt | O=C(/C=C/c1cccc([N+](=O)[O-])c1)NCc1ccc2c(c1)OCO2
5% | -117* | -4% | 7 | O=C(CSc1ccc2c(c1)OCCO2)NC(=O)NC1CCCC1
8% | -19 | 1% | -9 | CC(NC(=O)c1ccco1)C(=O)N1CCc2ccccc2C1 (stereo not drawn)
-6% | 10 | -8% | -7 | COc1ccc(S(=O)(=O)N2CCN(c3ccc4nnc(-c5ccccc5)n4n3)CC2)cc1
3% | 35 | nt | nt | O=C(NC(=S)Nc1ccc(NC(=O)c2cccs2)cc1)c1cc2ccccc2o1
-1% | -27 | nt | nt | Cc1ccc(NC(=O)C(C)OC(=O)c2ccc(NS(=O)(=O)c3ccc(F)c(F)c3)cc2)cc1 (stereo not drawn)
-3% | -14 | 1% | ? | O=C(CN1CCN(S(=O)(=O)c2ccc(F)cc2)CC1)Nc1cc(C(F)(F)F)ccc1Cl
2% | 5 | 2% | 1 | COCCNC(=O)c1c(NC(=O)c2nc(SC)ncc2Cl)sc2c1CCCC2
4% | 8 | -2% | -6 | CCCc1nc(SCc2ccccc2Cl)n[nH]1
-1% | -20 | 1% | 9 | COc1ccccc1N1CCN(CC(=O)Nc2ccc(CN3CCCCC3)cc2)CC1
8% | 44 | 1% | 4 | CCOc1cccc(OCCOCCn2cnc3ccccc3c2=O)c1
2% | 3 | nt | nt | CC(=O)NC(=S)Nc1ccccc1C(=O)Nc1ccccc1
-4% | 56 | nt | -12 | Cn1cnnc1Sc1cc(N2CCN(S(=O)(=O)c3ccc4ccccc4c3)CC2)ccc1[N+](=O)[O-]

Results (from the top)
12-hLO inh | PNC assembly inh | 15-hLO-2 inh | IMPase inh | molecule
-1% | -25 | nt | 12 | CCOc1ccc(-n2c(-c3ccccc3)c[n+]3c2CCCCC3)cc1
0% | ? | nt | 6 | CC(C)Cn1c(O)c2ccc(C(=O)N=NC(=O)c3cccnc3)cc2c1O
-4% | ? | nt | nt | O=C(/C=C/c1cccc([N+](=O)[O-])c1)NCc1ccc2c(c1)OCO2
5% | -117* | -4% | 7 | O=C(CSc1ccc2c(c1)OCCO2)NC(=O)NC1CCCC1
8% | -19 | 1% | -9 | CC(NC(=O)c1ccco1)C(=O)N1CCc2ccccc2C1 (stereo not drawn)
-6% | 10 | -8% | -7 | COc1ccc(S(=O)(=O)N2CCN(c3ccc4nnc(-c5ccccc5)n4n3)CC2)cc1
3% | 35 | nt | nt | O=C(NC(=S)Nc1ccc(NC(=O)c2cccs2)cc1)c1cc2ccccc2o1
-1% | -27 | nt | nt | Cc1ccc(NC(=O)C(C)OC(=O)c2ccc(NS(=O)(=O)c3ccc(F)c(F)c3)cc2)cc1 (stereo not drawn)
-3% | -14 | 1% | ? | O=C(CN1CCN(S(=O)(=O)c2ccc(F)cc2)CC1)Nc1cc(C(F)(F)F)ccc1Cl
2% | 5 | 2% | 1 | COCCNC(=O)c1c(NC(=O)c2nc(SC)ncc2Cl)sc2c1CCCC2
4% | 8 | -2% | -6 | CCCc1nc(SCc2ccccc2Cl)n[nH]1
-1% | -20 | 1% | 9 | COc1ccccc1N1CCN(CC(=O)Nc2ccc(CN3CCCCC3)cc2)CC1
8% | 44 | 1% | 4 | CCOc1cccc(OCCOCCn2cnc3ccccc3c2=O)c1
2% | 3 | nt | nt | CC(=O)NC(=S)Nc1ccccc1C(=O)Nc1ccccc1
-4% | 56 | nt | -12 | Cn1cnnc1Sc1cc(N2CCN(S(=O)(=O)c3ccc4ccccc4c3)CC2)ccc1[N+](=O)[O-]
1% | -19 | -4% | -2 | CCC(C)NC(=O)c1ccccc1NC(=O)CN1C(=O)c2ccccc2S1(=O)=O (stereo not drawn)
4% | ? | nt | -9 | Cc1occc1-c1nnc(SCC(=O)N2CCOCC2)n1CC(C)C
-5% | -4 | -2% | 9 | O=C(COc1ccccc1Cl)N1CCN(c2ccc(F)cc2)CC1
-3% | -90* | 2% | 19 | COc1ccc(CN2CC(C(=O)NCCN3CCOCC3)CC2=O)cc1 (stereo not drawn)
-4% | ? | 7%[11.4 µM] | 24[1.84 µM] | O=C(O)CSC(C(=O)Nc1ccc(C(F)(F)F)cc1)c1ccccc1 (stereo not drawn)
-2% | ? | 1% | 4 | O=S(=O)(c1cccs1)N1CCN(Cc2nc3ccccc3s2)CC1
2% | ? | nt | 1 | CC1(C)CC(=O)C(N=Nc2c(Cl)cc(Cl)cc2Cl)=C(O)C1
1% | 21 | nt | nt | COc1ccc(N2CCN(C(=O)CSc3nnc4c(C)cc5ccccc5n34)CC2)cc1
4% | ? | 36%[activator] | 17 | CN1CCN(c2nc(C#N)cc(-c3ccccc3)n2)CC1
-5% | -14 | nt | ? | Cc1ccc(N2CC(C(=O)NCCC(C)C)CC2=O)cc1 (stereo not drawn)

Further entries
12-hLO inh | PNC assembly inh | 15-hLO-2 inh | IMPase inh | molecule
-11% | -20 | 2% | 0 | COc1ccc(C(C)=O)cc1CN1C(=O)NC2(CCCCC2C)C1=O (stereo not drawn)
-4% | nt | -3% | nt | O=C(NCCc1c[nH]c2ccccc12)[C@H]1C[C@@H]1[C@H](NP(=O)(c1ccccc1)c1ccccc1)c1ccccc1
-7% | -4 | 15% | -3 | Cc1ccc(C(=O)Oc2ccccc2N2C(=O)C3CCCCC3C2=O)cc1 (stereo not drawn)
-6% | 49 | -3% | 1 | COc1ccc(OC)c(C(=O)CC2OC(=O)c3ccccc32)c1 (stereo not drawn)
-8% | 21 | 6% | -1 | COc1cc(CSc2nnnn2-c2ccc(C)cc2)cc(OC)c1OC
6% | 51 | -8% | 2 | O=C(O)/C(=C\c1ccco1)NC(=O)c1cccc2ccccc12
-1% | 35 | nt | 0 | COc1ccc(S(=O)(=O)Nc2ccccc2OC)cc1NC(=O)c1cc2ccccc2oc1=O
-3% | nt | 14% | nt | C[n+]1c2cc(N)ccc2cc2ccc(N)cc21
-1% | 1 | 1% | -5 | c1ccc(-c2nc3ccccc3s2)nc1
-5% | 37 | 2% | -2 | Cc1ccc(NC(=O)c2c(C)nn(-c3ccccc3)c2Cl)c(C)c1
1% | 13 | 0% | 8 | CC(C)c1nc2oc3c(NCC4CCCO4)ncnc3c2c2c1COC(C)(C)C2 (stereo not drawn)
-4% | 42 | 15% | 10 | CCSc1nc2ccccc2n1C(=O)/C=C\c1ccc(OC)c(OC)c1
-10% | 7 | nt | -7 | Cn1cccc1Cc1nnc(SCC(=O)N2CCc3ccccc32)n1-c1ccc(F)cc1
-12% | 1 | 1% | -6 | CCCCCn1c(C(Cc2ccccc2)NC(=O)COC)nc2ccccc21 (stereo not drawn)
-4% | 35 | nt | nt | COc1ccc(-c2nc(NC(=O)c3ccc(OCC(=O)N4CCOCC4)c(OC)c3)sc2C)cc1
-7% | -9 | 1% | ? | CCC(=O)N1CCc2cc(S(=O)(=O)NC(Cc3ccccc3)C(=O)NC3CCCC3)ccc21 (stereo not drawn)
-10% | -22 | 39%[activator] | -15 | Cc1cc(C(F)(F)F)nn1CC(=O)NNC(=S)Nc1ccc(Cl)cc1
0% | nt | 34%[activator] | nt | COc1ccc(C(=O)N2CCC3(CCCN(Cc4ccccc4OC)C3)CC2)cc1
-1% | 9 | -10% | -9 | Clc1cccc(OCCn2cncn2)c1Cl
2% | -20 | 1% | 3 | CCN(CC)CCCn1c(=S)[nH]c2ccccc2c1=O
-3% | 10 | -1% | -2 | CC1=C(C(=O)NCCCOC(C)C)C2(CCC(C)CC2)OC1=O (stereo not drawn)
0% | 44 | nt | nt | COc1cc(/C(C)=N/Nc2ccc(C(=O)O)cc2)cc(OC)c1OC
1% | 20 | 3% | 2 | Cc1cc(C)c2nc(N3CCC(C(=O)N4CCCC4)CC3)sc2c1
-1% | -23 | 2% | 2 | COc1ccc2c(c1)cc1n2CCN=C1N
-2% | ? | ? | 1 | CCn1c(SCC(=O)Nc2ccc3c(c2)oc2ccccc23)nnc1-c1ccc(N)cc1

New compounds follow:
12-hLO inh | PNC assembly inh | 15-hLO-2 inh | IMPase inh | molecule
3%&2% | 27 | 4% | nt | C[C@@H](C(=O)NCc1ccccn1)[C@@H]1C[C@@]1(C)[C@@H](NC(=O)OCc1ccccc1)c1ccccc1
-5% | -23 | -1% | -1 | O=C(N/N=C/c1ccc[nH]1)c1cccnc1
-8% | -18 | -7% | 8 | O=S(=O)(c1ccccc1)c1nc(-c2ccccc2)oc1N1CCCCC1
-5% | ? | -7% | 21 | O=C(COc1ccccc1-c1ccccc1)N/N=C/c1cccc2ccccc12
-8% | nt | -2% | nt | CN(Cc1ccco1)c1nc(-c2cccc(C#N)c2)nc2ccccc12
-3% | 46 | nt | -13 | CCOC(=O)c1cnc2c(C)c(C)ccc2c1Nc1ccc(S(=O)(=O)Nc2ncccn2)cc1
-1% | 38 | nt | nt | O=C(NCCc1c[nH]c2ccccc12)/C(=C\c1cccnc1)NC(=O)c1ccco1
7% | -5 | nt | nt | O=C(CN(c1cccc(Cl)c1)S(=O)(=O)c1ccc(Cl)cc1)N1CCc2ccccc2C1
1% | 18 | 6% | -3 | O=C(Nc1cccnc1)c1coc(=O)c2ccccc12
0% | ? | nt | -10 | CCOCCCNC(=O)C(NC(=O)c1ccc(NC(C)=O)cc1)c1ccccc1 (stereo not drawn)
-9% | -17 | -13% | 7 | Clc1cccc(COn2c(-c3ccc(Cl)cc3Cl)nc3ncccc32)c1
-3% | nt | -2% | nt | Cc1nc2cnc(N(C)C)nc2n(Cc2cccs2)c1=O
-6% | 5 | nt | nt | CCN(CC)C(=S)SCC(=O)NC12CC3CC(CC(C3)C1)C2
3% | ? | 2% | 11 | CC1CCN(C(=O)CSc2nc(N)c3c4c(sc3n2)CN(C)CC4)CC1
-13% | -7 | nt | nt | Cc1ncc([N+](=O)[O-])n1CCOC(=O)c1cc(Cl)cc(Cl)c1N
-2% | 10 | 4% | 15 | CC1CCCC(C)N1CCNC(=O)C1CCN(S(=O)(=O)N2CCCCC2)CC1 (stereo not drawn)
-2% | 10 | 1% | 3 | O=C(NCCCN1CCOCC1)C1CC(=O)N(C2CCCCC2)C1 (stereo not drawn)
4% | -11 | 1% | 5 | CCCCc1nc(SCC(=O)Nc2cc(C)on2)n[nH]1
-1% | 0 | -5% | 3 | COc1ccc(OC)c(NC(=O)c2ccccc2NS(=O)(=O)c2cccc3cccnc23)c1
7% | ? | 7% | 0 | CCOc1ccc(CC(C(=O)NN)C(=O)NN)cc1CN(C)C
0% | 34 | 6% | -8 | Cc1sc(/N=C/c2c(O)ccc3ccccc23)c(C#N)c1C
0% | 36 | nt | nt | O=C(c1ccccc1)c1ccc2nc(N3CCCCC3)c3nncn3c2c1
-3% | -9 | nt | -9 | O=C(CN1CCc2ccccc21)NCc1ccccc1Cl
-2% | -20 | nt | 7 | COc1ccc(-c2ncccc2OC(=O)C23CC4CC(CC(C4)C2)C3)cc1OC
0% | -11 | 2% | 2 | O=C(CN1C(=O)NC2(CCCC2)C1=O)Nc1cccc(-c2nnc3n2CCCCC3)c1
-3% | ? | 3%[2.29 µM] | 6 | Cc1ccc(C(=O)COc2cccc(NC(=O)c3ccco3)c2)cc1

Reformatted tab-delimited: part of the list above
Structure	12-hLO inh	PNC assembly inh	15-hLO-2 inh	IMPase inh
O=C(c1ccccc1)c1ccc2nc(N3CCCCC3)c3nncn3c2c1	0%	36	nt	nt
C[C@@H](C(=O)NCc1ccccn1)[C@@H]1C[C@@]1(C)[C@@H](NC(=O)OCc1ccccc1)c1ccccc1	3%&2%	27	4%	nt

These rows are one share of the data, so the mix of outcomes need not match the whole.
